Screening data from PubChem BioAssay.
Giardia killer – Small Molecules that selectively kill Giardia lamblia: qHTS; Giardia lamblia trophozoite viability; activity change, % at 7.66 µM, hits read low; hit rate 0.15% among 340,000; AID 540267, 2011; in the data active = activity change below about -80%; inconclusive = between about -30% and that limit;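 also: parasites exposed to compound for two days anaerobically before the ATP read; % is scaled to controls: 0 for no effect and ±100 for the full control effect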
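Compounds were tested on trophozoites seeded at 100 cells/well and held 48 hrs at 37 deg C anaerobically. An ATP-based luminescent kit measured the remaining live cells.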
TRPV1 agonist – HTS Assay for Compounds that Act as Agonists of the Vanilloid Receptor 1; TRPV1-expressing cells, Fluo-8 calcium influx, agonist mode; activation, % at 8.33 µM; hit rate 0.19% among 320,000; AID 540275, 2011; in the data active = activation above about 80%; inconclusive = between about 30% and that limit; also: 0% is about no effect
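TRPV1-expressing cells were cultured overnight at 35.5C and loaded with Fluo-8 calcium dye for 40 to 90 min at room temperature. After a 10 s baseline, compound was added and calcium influx was read kinetically for 3 min (ex 480/em 520 nm).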
Coupling enz – qHTS Assay for Inhibitors of Fructose-1,6-bisphosphate Aldolase from Giardia Lamblia: Coupling assay counterscreen | coupling enzyme system counterscreen, AmpLite Red fluorescence | activity change, negative = inhibition, % at 58.2 µM, hits read low | hit rate 0.67% among 290,000 | AID 2472, 2010; in the data active = activity change below about -30%; also: % is scaled to controls: 0 for no effect and ±100 for the full control effect
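Counterscreen lacking aldolase: glyceraldehyde-3-phosphate coupling-enzyme reagent preincubated 10 min at RT with compound (at 57.5 uM final), then substrate/coupling system with AmpLite Red added; fluorescence read at 525/598 nm after 20 min RT.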
USP2a inh – qHTS Assay for Inhibitors of Ubiquitin-specific Protease USP2a Using CHOP2 as the Reporter. Ubiquitin carboxyl-terminal hydrolase 2 (Homo sapiens), O75604. hit rate 0.01% among 330,000. Potency, µM (top dose mostly 38.3 µM), without a hit: at the top dose activity change, negative = inhibition, actives largely listed as inhibitors. USP2 core, Ub-CHOP2 coupled fluorogenic reporter, 485/531;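 also: potency is read from the fitted curve at half-maximal effect; plate controls were DMSO wells for no effect and full inhibition by NEM control for full effect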
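Deubiquitinase activity read as fluorescence (485/531 nm) after Ub-CHOP2 cleavage activates the enterokinase reporter on its substrate; USP2 core 10nM, Ub-CHOP2 and substrate 25nM each, 30min compound preincubation then 60min RT; data normalized to NEM, curves fitted.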
CXXC DNA block – qHTS Fluorescence Polarization Assay for Inhibitors of MLL CXXC domain - DNA interaction. Histone-lysine N-methyltransferase 2A (Homo sapiens), Q03164. AID 2662, 2010. MLL-CXXC / FITC-HOXA9 DNA fluorescence polarization. Potency, µM (doses to about 115 µM), without a hit: top-dose activity change, negative = inhibition, hits mostly inhibitors. hit rate 0.037% among 290,000; active = well fitted inhibition curve with a large enough effect in the polarisation, with a control signal flat, not every such curve was filed as active; inconclusive = small, poorly fitted or top-dose-only effect, or effect the other way, or a change in a side signal; inactive = no such curve, though single readings can be large or run the other way; the % refers to the polarisation; also: potency is read from the fitted curve at half-maximal effect
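Steps: dispense CXXC domain solution (7 uM) → pin compounds or unlabeled HOX-A9 DNA control → 5 min ambient → add FLSN-HOX-A9 solution (50 nM) → spin → 30 min ambient → fluorescence polarization. Tris pH 7.5/NaCl/DTT/BSA buffer.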
KCNH2 WT inh – qHTS for Inhibitors of KCHN2 3.1: Wildtype qHTS; Voltage-gated inwardly rectifying potassium channel KCNH2 (Homo sapiens), Q12809; U2OS, BacMam KCNH2, thallium flux FluxOr; stronger effect = lower value; activity change, % at 1.84 µM; hit rate 0.37% among 340,000; AID 720551, 2013;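 active = maximum activity change below -70%; inconclusive = maximum activity change between -70% and -50%; inactive = maximum activity change above -50%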; also: % is scaled to controls: 0 for no effect and ±100 for the full control effect
Target sequence (Q12809 whole entry, looked up): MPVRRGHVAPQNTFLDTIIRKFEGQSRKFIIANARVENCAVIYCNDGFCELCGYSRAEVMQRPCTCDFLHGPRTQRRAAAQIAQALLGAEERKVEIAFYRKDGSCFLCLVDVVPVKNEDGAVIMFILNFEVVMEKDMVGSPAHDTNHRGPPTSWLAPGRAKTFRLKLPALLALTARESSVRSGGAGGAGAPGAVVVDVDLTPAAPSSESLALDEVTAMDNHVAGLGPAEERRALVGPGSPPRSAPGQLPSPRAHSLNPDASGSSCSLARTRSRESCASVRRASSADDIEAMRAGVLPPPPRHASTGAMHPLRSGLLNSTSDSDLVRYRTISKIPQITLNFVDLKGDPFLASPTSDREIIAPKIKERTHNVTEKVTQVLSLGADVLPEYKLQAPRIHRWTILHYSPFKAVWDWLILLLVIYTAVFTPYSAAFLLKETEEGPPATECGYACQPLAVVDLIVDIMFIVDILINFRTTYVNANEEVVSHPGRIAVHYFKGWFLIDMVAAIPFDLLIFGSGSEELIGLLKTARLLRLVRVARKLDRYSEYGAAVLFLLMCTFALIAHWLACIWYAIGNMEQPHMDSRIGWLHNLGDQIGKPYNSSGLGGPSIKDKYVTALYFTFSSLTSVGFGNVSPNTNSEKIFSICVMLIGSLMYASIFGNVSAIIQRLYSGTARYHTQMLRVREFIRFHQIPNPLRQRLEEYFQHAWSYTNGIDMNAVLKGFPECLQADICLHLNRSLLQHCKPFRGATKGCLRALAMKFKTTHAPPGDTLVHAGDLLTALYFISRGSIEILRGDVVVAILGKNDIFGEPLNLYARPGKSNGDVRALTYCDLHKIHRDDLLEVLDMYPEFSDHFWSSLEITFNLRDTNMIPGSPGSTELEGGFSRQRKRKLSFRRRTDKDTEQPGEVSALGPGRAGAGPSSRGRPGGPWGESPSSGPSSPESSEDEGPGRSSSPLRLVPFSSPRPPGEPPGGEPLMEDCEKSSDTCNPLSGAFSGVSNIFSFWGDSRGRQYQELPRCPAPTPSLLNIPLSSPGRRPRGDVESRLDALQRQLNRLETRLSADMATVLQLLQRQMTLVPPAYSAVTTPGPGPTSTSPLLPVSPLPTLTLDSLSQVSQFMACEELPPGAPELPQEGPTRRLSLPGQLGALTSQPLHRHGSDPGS
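U2OS cells were transduced with wild-type KCNH2 virus (2.03 x 10^8 / mL) for 4 h at room temperature, then cultured overnight at 37 C. Thallium flux was read with FluxOr dye. Rate constants were normalized to DMSO controls.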
PKM2 act – qHTS Assay for Activators of Human Muscle isoform 2 Pyruvate Kinase; Pyruvate kinase PKM (Homo sapiens), P14618; purified PKM2, Kinase-Glo ATP luminescence, activation; response scale: 0% is enzyme alone, no compound; Potency, µM (series often up to 57.5 µM), for the others: top-dose activation, actives largely listed as activators; hit rate 0.34% among 260,000; also: potency is read from the fitted curve at half-maximal effect; % is scaled to controls: 0 for no effect and ±100 for the full control effect; nearly all actives have a fitted effect of over 55% in size
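Kinase-Glo luminescence reports ATP generated from ADP (0.1 mM) and PEP (0.5 mM) by purified hPK-M2 after 1 h at room temperature, pH 7.2 imidazole buffer; intermediate enzyme activity allows detecting inhibitors and activators.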
GALK inh – qHTS Assay for Inhibitors of Human Galactokinase (GALK); P51570; Purified GALK, Kinase-Glo residual ATP luminescence; Potency, µM (top dose mostly 57.5 µM), for inactives: top-dose activity change, negative = inhibition, actives largely listed as inhibitors; hit rate 0.007% among 270,000; also: potency is read from the fitted curve at half-maximal effect; % is scaled to controls: 0 for no effect and ±100 for the full control effect
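5 nM enzyme, 35 uM ATP, 100 uM galactose, 20 mM HEPES pH8.0, 5 mM MgCl2; 1 h RT; residual ATP by Kinase-Glo Plus luminescence, qHTS format.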
KCNH2 3.1 block – qHTS for Inhibitors of KCHN2 3.1: Mutant qHTS. Potassium voltage-gated channel subfamily H member 2, brain isoform KCNH2 3.1 (human). U2OS KCNH2 3.1, thallium flux FluxOr; stronger effect = lower value. activity change, % (tested at about 1.8 µM). hit rate 0.95% among 340,000. AID 720553, 2013;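 active = maximum activity change below -70%; inconclusive = maximum activity change from -70% to -50%; inactive = maximum activity change above -50%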;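 also: thallium influx rate constant from kinetic fluorescence after stimulation buffer; % is scaled to controls: 0 for no effect and ±100 for the full control effect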
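We transduce U2OS cells with the mutant 3.1 virus, culture them overnight, load FluxOr with Red40 quencher for 45 min, then add stimulation buffer and read kinetically for 2 min to derive a normalized rate constant.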
Menin MLL FP TR – qHTS Assay for Inhibitors Targeting the Menin-MLL Interaction in MLL Related Leukemias: Competition With Texas Red Labeled MLL-derived Mutant Peptide | hit rate 0.23% among 270,000 | O00255 | Potency, µM (top dose mostly 61.6 µM), inactives show at the top dose FP activity change, negative = inhibition, most hits filed as inhibitors | Menin + Texas Red MLL mutant peptide, fluorescence polarization; active = well fitted inhibition curve with a large enough effect in the polarisation, with a control signal flat, not every such curve was filed as active; inconclusive = small, poorly fitted or top-dose-only effect, or effect the other way, or a change in a side signal; inactive = no such curve, though single readings can be large or run the other way; the % refers to the polarisation; also: potency is read from the fitted curve at half-maximal effect; % of control where 0% means no effect; many of its hits are not listed in these tables
B2AR arrestin – qHTS assay of beta-arrestin-biased ligands of beta2-adrenergic receptor. Beta-2 adrenergic receptor (Homo sapiens), P07550. beta-arrestin recruitment to beta2AR, cell-based reporter. Potency, µM (top dose mostly 46.1 µM), without a hit: at the top dose activation, usual class: activators. hit rate 0.02% among 330,000;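 also: potency is read from the fitted curve at half-maximal effect; 0% = DMSO controls and full agonism = EC100 isoproterenol or metaproterenol; nearly all actives have a fitted effect of over 65% in size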
Active calls of the source: *; ? = inconclusive; / = no result given; [ ] = dose if it differs, or a comment. Unless noted, calls follow the shape of the dose curve; as a rule, active = well fitted curve in the direction sought with a large enough effect; inconclusive = small, poorly fitted or top-dose-only effect, or another doubt; inactive = no such curve, though single readings can be large; an effect the other way counts as inactive or inconclusive.

SMILES	Giardia killer	TRPV1 agonist	Coupling enz	USP2a inh	CXXC DNA block	KCNH2 WT inh	PKM2 act	GALK inh	KCNH2 3.1 block	Menin MLL FP TR	B2AR arrestin
CCOc1ccccc1Nc1nnc(SCc2ccc(C(=O)OC)o2)s1	-14	6	-4	1%	0%	4	3%	0%	-4	25%	0.1%
O=C(CCCCn1c(=O)[nH]c2ccsc2c1=O)NCc1ccc2c(c1)OCO2	2	/	8	1%	13%	-1	-2%	0%	9	-7%[11.7 µM]	0.0%
CCOc1ccc(C(CC(=O)O)NC(=O)C(CC)c2ccccc2)cc1 (stereo not given)	6	0	1	-1%	14%	5	/	0%	4	18%	-0.3%
CCNC(=S)Nc1cccc(F)c1C	-12	-5	3	2%	1%	-11	2%	1%	-10	5%	0.1%
CCC1(C(=O)OC)NC(c2ccco2)C2C(=O)N(c3ccccc3)C(=O)C21 (stereo not given)	-7	3	1	6%	1%	16	-5%	3%	-11	-3%	0.2%
COc1cc(-c2csc(C)n2)ccc1O	17	9	0	3%	1%	-3	-14%	-2%	14	25%	0.0%
CC1=[N+]([O-])C(C)(C)C(C)N(O)C1=O (stereo not given)	-1	0	-2	0%	-1%	-6	-1%	6%	2	3%	0.0%
CCOc1ccc(C(=O)COC(=O)CN2C(=O)NC3(CCCCC3C)C2=O)cc1 (stereo not given)	-1	-5	/	0%	/	-5	/	/	-2	/	-0.1%
CCn1cc([C@@H]2C[C@H]3CN(Cc4cccc(Cl)c4)C(=O)[C@]34CCCN24)c(C)n1	-26	-1	-1	5%	14%	-2	-3%	12%	4	-15%	0.0%
COc1ccc(C)cc1NC(=O)C1CCCN(S(=O)(=O)c2cccc3nonc23)C1 (stereo not given)	-26	3	0	1%	-1%	10	-2%	/	1	3%	-0.2%
O=C(/C=C/c1ccccc1Cl)NCCN1CCOCC1	3	-3	4	0%	1%	14	-1%	6%	3	-9%	0.1%
COc1ccc(C(CNC(=O)c2oc3cc(Br)ccc3c2C)N2CCCCC2)cc1 (stereo not given)	?	2	/	1%	-1%	7	/	-4%	?	/	0.0%
O=C(N/N=C/c1ccc(O)c(O)c1)c1cccc(S(=O)(=O)N2CCCCC2)c1	-16	25	1	-1%	5%	16	9%	3%	4	31%[activator]	0.2%
COc1ccc(CNC(=O)CCSCc2cccc(F)c2)cc1	18	?	1	-5%	1%	0	/	/	-11	7%	-0.3%
CN(C)S(=O)(=O)c1ccc(Cl)c(C(=O)OCC(=O)NNC(=O)c2cccs2)c1	0	3	/	3%	/	0	/	/	5	/	0.4%
CCn1c(CSc2nc3ccccc3s2)nnc1SCC(=O)c1ccc(Cl)cc1	2	8	0	3%	15%	-23	8%	0%	-14	-6%	-0.2%
O=C(CC1C(=O)NCCN1Cc1cccc(C(F)(F)F)c1)NC1CCCCCC1 (stereo not given)	3	9	/	1%	10%	-1	-8%	2%	1	/	-0.3%
COc1ccc(C(C)=O)cc1COc1ccc(-n2cnnn2)cc1	-3	13	-7	0%	-5%	9	-3%	0%	-31	/	0.4%
O=C1[C@H]2CC3CCC2(O3)[C@@H]2OCCCN12 (stereo not given in full)	2	0	/	-1%	/	-21	/	/	8	/	-0.1%
O=C(NCCCn1ccnc1)/C(=C\c1cccnc1)NC(=O)c1cccc(Br)c1	1	0	0	1%	-5%	-8	9%	2%	-2	?	-0.3%
NC1=NC(=O)/C(=C\c2ccco2)S1	0	-3	-19	5%	24%	9	15%	-1%	12	/	0.0%
O=C(OCC(=O)N1CCCCCC1)c1ccc[nH]c1=O	19	/	/	-1%	/	5	/	/	-2	/	-2.1%
Nn1c(COc2ccccc2)nnc1SCc1cc(=O)[nH]c2ccccc12	17	4	0	-5%	-1%	-9	-2%	-2%	10	14%	-0.3%
CN1CCN(c2nc3c(c(=O)n(C)c(=O)n3C)n2CC(=O)C23CC4CC(CC(C4)C2)C3)CC1	1	20	2	0%	-15%	-3	8%	2%	-1	-9%	-0.1%
O=C(c1ccccc1)N1CCc2ccccc21	-12	-5	-9	1%	-9%	-11	1%	-2%	9	/	0.4%
Cc1ccccc1NC(=O)CSC1=C(C#N)C(c2ccsc2)CC(=O)N1 (stereo not given)	-4	4	-1	0%	3%	26	0%	0%	5	/	0.1%
CCOC(=O)c1csc(NC(=O)CSc2nnnn2CC)n1	3	-3	-2	0%	-9%	0	0%	-2%	6	0%	-0.8%
COc1cccc(/C=C(/C(=O)OCC(N)=O)c2ccccc2)c1	-19	17	2	0%	18%	-4	-3%	6%	7	-11%	-0.9%
O=[N+]([O-])c1cccc(/C=N/N2CCN(c3ccccn3)CC2)c1	16	-2	-5	5%	5%	1	-7%	0%	1	10%	0.0%
NS(=O)(=O)c1ccc(N=Nc2c(O)ccc3ccccc23)cc1	-10	0	-7	0%	-4%	-2	-2%	9%	6	?	0.0%
Cc1nc2sc3c(c2c(=O)n1N)CCC3	8	1	0	2%	-6%	-6	-1%	-2%	3	4%	0.0%
COc1cccc(/C=N/NC(=O)c2ccc(=O)n(C)c2)c1OC	7	3	2	0%	-15%	-1	-5%	0%	9	-1%	0.2%
O=[N+]([O-])c1ccc(N2CCN(S(=O)(=O)c3ccccc3)CC2)cc1NCc1ccco1	/	10	3	0%	4%	/	?	0%	/	12%	-0.6%
COc1ccc(C)cc1NS(=O)(=O)c1ccc2c(c1)N(C)CCO2	-5	11	/	3%	31%[activator]	12	/	5%	-19	/	-0.6%
O=C(COC(=O)c1cccs1)NCCC1=CCCCC1	29	-6	4	3%	-20%	2	0%	0%	-40	-5%	-0.2%
Cc1ccc(OCCc2csc(N)n2)cc1	8	-2	0	8%	4%	3	3%	-1%	5	6%	0.1%
Cc1ccc(Cn2nnnc2CN2CCC(O)(c3ccc(F)cc3)CC2)cc1	2	-1	3	2%	-1%	-5	3%	3%	-23	-2%	0.0%
COc1cc(/C=N/NC(=O)c2ccncc2)ccc1OC(=O)c1ccccc1Cl	23	17	1	-2%	114%[activator]	3	2%	-1%	-12	?	0.0%
CC1CCCN(C(=O)COC(=O)COc2ccc(Cl)cc2)C1 (stereo not given)	19	/	/	2%	/	3	/	/	-17	/	-0.4%
Fc1ccc(CN2C3=NCCCN3c3ccccc32)cc1	11	3	4	0%	-12%	8	5%	5%	-4	-2%	-1.5%
Cc1cc(-n2cccn2)ccc1CN1CCN(C2CCCC2)C(CCO)C1 (stereo not given)	8	-2	-2	-1%	-2%	18	-8%	1%	6	?	-0.9%

An excerpt; the hit share may differ from the screen's.
